Bioassay records deposited in PubChem BioAssay by School of Medicine, Boston University.
PL biosyn Enam – phospholipid synthesis inhibitors, CHO cells, primary screen, ZR-82 cells, Enamine library, screen 3. ZR-82 CHO cells, pyrene fatty acid UV survival, CellTiter Blue; peroxisome-deficient CHO-K1 mutant line; plus DGAT-1, DGAT-2 and ACAT inhibitors. calls only at 10 µM. hit rate 0.4% among 20,000. AID 1347385, 2020;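 active = cell survival signal 2 SD away from solvent-only control wells, confirmed on one or two retests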;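 also: 3 h compound exposure then viability read about one day after UV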
Calls only; i = inactive.

mol,PL biosyn Enam
CC1(NC(=O)NCCCCCCNC(=O)NC2(C)CCS(=O)(=O)C2)CCS(=O)(=O)C1 (stereo not given),i
O=C(N=Nc1c(O)[nH]c2cc3c(cc12)OCCCO3)C1CCCCC1,i
O=S(=O)(c1cccc(Br)c1)N1CCN(c2nnnn2-c2ccccc2)CC1,i
CSC(N)=NC(=NS(=O)(=O)c1ccccc1)c1ccccc1,i
S=C(N/N=C1\CCCCc2ccccc21)NC1CCCCC1,i
O=C(COC(=O)/C=C/c1cccs1)NC1CC1,i
O=C(OC1c2ccccc2-c2ccccc21)C12CC3CC(CC(O)(C3)C1)C2,i
CCCCCCCCc1nnc(N)s1,i
Cc1ccc(N=P2(N3CCOCC3)/C(=C3/N(C)c4ccccc4C3(C)C)C=NN2c2ccccc2)c(C)c1 (stereo not given),i
C#CCSc1nnc(-c2ccncc2)o1,i
CC(C)(C)c1ccc(C(=S)NC2CCCC2)cc1,i
COC(=O)CCNC(=O)c1ccc([N+](=O)[O-])o1,i
COc1ccc(C2=CSC3=C(C(=O)c4ccc(OC)c(OC)c4OC)CCN23)cc1,i
Cc1ccc(S(=O)(=O)[N-]c2nc3ccccc3nc2-n2cc[n+](C)c2)cc1,i
O=C(CSc1nc2sc3c(c2c(=O)[nH]1)CCCC3)N1N=C2/C(=C/c3ccco3)CCCC2C1c1ccco1 (stereo not given),i
CCCCCNC(=O)c1cc2c(=O)n3ccccc3nc2n1C,i
S=c1n(CN2CCN(c3ccccc3)CC2)nc2sc3ccccc3n12,i
O=[N+]([O-])c1cc2c(c(COc3ccccc3Br)c1)OCOC2,i
Cc1cn2c(CC(=O)O)csc2n1,i
CN(C)c1ccc(/C=N/Nc2nn[nH]n2)cc1,i
CC[n+]1cn(-c2nc3ccccc3nc2[N-]S(=O)(=O)c2cccc([N+](=O)[O-])c2)c2ccccc21,i
Cc1nc(SCc2nc3ccccc3o2)c2ccccc2n1,i
O=[N+]([O-])c1ccc(Nc2cccc(F)c2)c2nonc12,i
O=C1OCC(c2ccc(Cl)s2)=C1c1cccs1,i
c1ccc(-c2nnc3sc(-c4ccncc4)nn23)cc1,i

The list goes on; the last two above are carried over.
mol,PL biosyn Enam
O=C1OCC(c2ccc(Cl)s2)=C1c1cccs1,i
c1ccc(-c2nnc3sc(-c4ccncc4)nn23)cc1,i
Clc1ccc(-c2nnc(CSc3nnnn3C3CC3)o2)cc1,i
CC(C)(C)OC(=O)NN=C1CCCCCC1,i
CC(=O)NCCN=Cc1c(O)[nH]c(=O)[nH]c1=O,i
CN=c1scc(-c2ccc(Cl)c(Cl)c2)n1/N=C/c1ccc(C)cc1C,i
Cc1cc(NS(=O)(=O)c2ccc(NS(=O)(=O)CC34CCC(CC3=O)C4(C)C)cc2)no1 (stereo not given),i
CC1=Nn2cc(-c3ccccc3)nc2SC1c1ccccc1 (stereo not given),i
Ic1ccccc1/C=N/NC1=NCCCCC1,i
CC1CCC2(CC1)NC(=O)NC2=O (stereo not given),i
CCN(CC)c1ccc2c(c1)OC(=O)N(c1ccc(Cl)c(Cl)c1)P2(=S)N1CC(C)OC(C)C1 (stereo not given),i
Fc1ccc(C2=NNC(=NCc3ccc4c(c3)OCO4)SC2)cc1,i
O=C1NC(=S)/C(=C/c2ccc(-c3ccc(F)cc3)o2)S1,i
NCCN1C(=O)CSC1=O,i
Cc1cc(N)n(C)n1,i
c1ccc(C(NCc2ccc3c(c2)OCO3)c2ccccc2)cc1,i
CCCNc1nc2c(C)cccn2c(=O)c1/C=C1\SC(=S)N(CC(C)C)C1=O,i
C=CCN(C(=O)c1cc2c(C)nn(CC(C)C)c2s1)c1nc2c(s1)CCCC2,i
C/C(=N\NC(=O)NC1CCCCC1)C1CCCCC1,i
Cc1cc(NC(=O)CNCc2ccco2)no1,i
Cc1ccc(S(=O)(=O)Oc2c(C)occc2=O)cc1,i
O=C1CCCN1CCCNCC(O)CO (stereo not given),i
O=C(CC1CCCCC1)NNC(=O)C1CC1,i
CN(C)c1ccc(N=Cc2cccn2C)cc1,i
CN(C)C(=O)COc1ncnc2sc3c(c12)CCC3,i
O=C1Nc2ccc(Cl)cc2C12OCCCO2,i
O=S(=O)(c1ccc(F)cc1)N1CCNCC1,i

mol,PL biosyn Enam
COc1ccc(S(=O)(=O)Nc2ccc(OC(F)F)cc2)cc1[N+](=O)[O-],i
NC(=O)NCCCCCC(=O)O,i
Cc1cccn2c(=O)c(C=C3C(=O)NC(=S)NC3=O)c(N3CCCC3)nc12,i
CC(=O)c1c(C)[nH]c(C(=O)Cn2cc(Br)ccc2=O)c1C,i
Clc1c(-c2nnc3n2CCCCC3)sc2ccccc12,i
COc1ccc(C2Oc3ccccc3C3CC(c4ccc5c(c4)OCCO5)=NN32)cc1OC (stereo not given),i
CN1CCN(C2=CC(=[N+]3CCCCC3)CC(C)(C)C2)CC1,i
O=[N+]([O-])c1ccc(N2CCCC2c2ccc3c(c2)OCCCO3)cc1 (stereo not given),i
c1ccc(Nc2nc(CSc3nnc4c(n3)[nH]c3ccccc34)cs2)cc1,i
C=CCNc1nc(C(=O)OCC2=C(C(=O)OCC)C(C)NC(=O)N2)cs1 (stereo not given),i
O=S(=O)(Nc1ccc2c(c1)OC1(CCCC1)O2)c1ccc(S(=O)(=O)N2CCCC2)cc1,i
CC(Sc1nnnn1C1CCCC1)c1nnc(-c2ccc(F)cc2)o1 (stereo not given),i
COC1OC(COC(C)=O)C(OC(C)=O)C(OC(C)=O)C1NC(C)=O (stereo not given),i
Cn1c(-c2ccc(Cl)cc2)[n+](C)c2ccccc21,i
Clc1ccc(-c2nnc(CSc3nncs3)o2)cc1,i
Cc1nc2sccn2c1/C=C/c1nc2ccccc2s1,i
O=S(=O)(c1ccc(Cl)cc1)c1ccccn1,i
CSc1ccc(/C=N/Nc2ncc(Cl)cc2Cl)cc1,i
O=C(NC(=S)NCC1C2CC3CC(C2)CC1C3)C12CC3CC(CC(C3)C1)C2 (stereo not given),i
FC(F)(F)c1ccc(N2CCN(c3nc(-c4cccnc4)nc4ccccc34)CC2)nc1,i
CN(C)CCNC(=O)C12CC3CCC(CC(C3)C1)C2,i
O=S(=O)(c1ccc(N2CCCC2c2cccs2)nc1)N1CCOCC1 (stereo not given),i
S=C(NNC(=S)Nc1ccc(Cl)c(Cl)c1)Nc1ccc(Cl)c(Cl)c1,i
Oc1ccc2oc3c(c2c1C=NC1CCCCCC1)CCCC3,i
Cc1ccnc(NS(=O)(=O)c2c(C)c(C)cc(C)c2C)c1,i

mol,PL biosyn Enam
O=C(O)CN1c2cccc3cccc(c23)S1(=O)=O,i
CN1CCN(/N=c2\cc(-c3ccccc3)oc3ccccc23)CC1,i
O=c1[nH]c(CSc2nnnn2C2CC2)nc2ccc(Cl)cc12,i
C/C(=N\Nc1nncc2ccccc12)c1ccc[nH]1,i
Cc1nnc(CSc2nnc(N)s2)o1,i
Brc1ccc(/C=N/NC2=Nc3cccc4cccc2c34)cc1,i
C=CCN=c1scc(-c2cc(OC)ccc2OC)n1/N=C(\C)c1ccncc1,i
O=C(CN1C(=O)C(=O)N(C2CCCC2)C1=O)NC1CCCCCC1,i
Clc1ccc2oc(/C=C/c3ccc4c(c3)OCCO4)nc2c1,i
CC(=O)c1cc2cc3c4c(c2oc1=O)CCCN4CCC3,i
CCCCNC(N)=S,i
CC1CCCCC1NC1c2ccccc2-c2ccccc21 (stereo not given),i
CCOc1ccc(OCCON=c2c(C)nc3ccccc3nc2C)cc1,i
COc1ccc(/C=C/c2sc3cc(OC)c4ccsc4c3[n+]2CCCS(=O)(=O)[O-])cc1OC,i
CCCN(Cc1nnc(-c2ccco2)o1)C(=O)Cn1cnc2c1c(=O)n(C)c(=O)n2C,i
COCCNC(N)=O,i
CC1CCC(NC(=O)CSc2nnnn2C)CC1 (stereo not given),i
O=C1OC(c2cccc(Br)c2)=N/C1=C\c1ccc2ccccc2c1,i
O=C1c2ccccc2-c2cc(=O)[nH]c3cccc1c23,i
Cc1nn(CC(=O)NC(=O)c2cccn2C)c(C)c1[N+](=O)[O-],i
CCOc1ccc2c(c1)-c1c(sn(-c3ccc(O)cc3)c1=S)C(C)(C)N2,i
c1ccc(C2Oc3ccccc3C3CC(c4ccc5c(c4)OCCO5)=NN32)cc1 (stereo not given),i
COc1ccc(/C=N/OCc2ccc(Cl)cc2Cl)c(OC)c1,i
Cc1cc(C)n2nc(CCCCc3nc4nc(C)cc(C)n4n3)nc2n1,i
O=C1NC(=S)/C(=C/c2cccnc2)S1,i

mol,PL biosyn Enam
CCN(CC)c1ncc(C(=S)N=P(N(C)C)(N(C)C)N(C)C)s1,i
Cc1nc(SCC(=O)C(C)(C)C)c2c(C)c(C)sc2n1,i
CCC1=C(c2ccccc2)Oc2ccccc2C1C#Cc1ccccc1 (stereo not given),i
CN1CCN(C(=S)N=P(N2CCCCCC2)(N2CCCCCC2)C(C)(C)C)CC1,i
Clc1ccc(C2=NNC(=NCC3CCCO3)SC2)cc1 (stereo not given),i
COc1ccc(OCc2cc(Cl)c3c(c2)OCCO3)c([N+](=O)[O-])c1,i
O=[N+]([O-])c1ccc(OC(F)F)c(/C=N/n2cnnc2)c1,i
CC(C)(C)C1CCC(C(=O)OCC(=O)COC(=O)C2CCC(C(C)(C)C)CC2)CC1 (stereo not given),i
N=c1oc2c([N+](=O)[O-])cc(N3CCCCC3)cc2cc1-c1nc2ccccc2s1,i
Cc1nn(-c2ccccc2)c(C)c1[P+](Nc1c(Cl)cccc1Cl)(c1ccccc1)N1CCOCC1 (stereo not given),i
O=C(O)CC12CSc3[nH]c(=O)sc3C1c1cc(Br)cc(Br)c1OC2=O (stereo not given),i
O=[N+]([O-])c1cc2c(c(CSc3ncnc4c3cnn4-c3ccccc3)c1)OCOC2,i
CCOC(CNc1ncnc2sc3c(c12)CCC3)OCC,i
Cc1cc(C(=O)Cn2cnc3sccc3c2=O)c(C)n1C(C)C,i
O=[N+]([O-])c1ccc(SNc2ccccn2)cc1,i
CSc1ccccc1N=C/C=C1/N(C)c2ccccc2C1(C)C,i
Fc1cccc(Cl)c1C1Nc2ccccc2-c2nc3ccccc3n21 (stereo not given),i
Cc1ccc(P(=Nc2ccc([N+](=O)[O-])cc2Br)(Oc2ccc(Br)cc2Br)C(C)(C)C)o1 (stereo not given),i
CN=c1scc(-c2ccc(OC(F)F)cc2)n1/N=C/c1cc(OC)c(O)c(OC)c1,i
O=C(COC(=O)C1CC1)NCCNC(=O)COC(=O)C1CC1,i
O=C(NN=C1CCCCCC1)c1cc2c(s1)CCCC2,i
Nc1ncc(Cc2cc(Cl)ccc2Cl)s1,i
CCCCCN(C(=O)CCCSc1nncn1C)c1c(N)n(CCCC)c(=O)[nH]c1=O,i
O=C(NC1CCCCC1)NN1C(=O)/C(=C\c2cccs2)SC1=S,i
CN(C)c1ccc(/C=C/c2ccc3ccccc3[n+]2C)cc1,i

An excerpt from above in order of molecular weight, low to high.
mol,PL biosyn Enam
Clc1ccc(C2=NNC(=NCC3CCCO3)SC2)cc1 (stereo not given),i
COC1OC(COC(C)=O)C(OC(C)=O)C(OC(C)=O)C1NC(C)=O (stereo not given),i
O=[N+]([O-])c1cc2c(c(CSc3ncnc4c3cnn4-c3ccccc3)c1)OCOC2,i
COc1ccc(C2Oc3ccccc3C3CC(c4ccc5c(c4)OCCO5)=NN32)cc1OC (stereo not given),i

The results go on.
mol,PL biosyn Enam
O=c1[nH]c(C[n+]2ccccc2)nc2ccccc12,i
COCCN=c1scc(-c2ccc(Br)cc2)n1/N=C/c1ccc2c(c1)OCCO2,i
CC1CCC(=NNC(=O)OC(C)(C)C)CC1 (stereo not given),i
O=C(Nc1nccs1)C12CC3CC(CC(O)(C3)C1)C2,i
C=CCN=c1scc(-c2cc(OC)ccc2OC)n1N=C1CCCC1,i
CC1(C)CC(=O)C(C=NCCC(=O)O)=C(O)C1,i
O=C1N(c2ccc3c(c2)OCO3)C(c2ccc3c(c2)OCO3)C1(F)F (stereo not given),i
O=C(N=C1c2ccccc2CN1c1ccccc1)Nc1ccccc1,i
CN1/C(=C\C(=S)Nc2ccc(SC(F)(F)C(F)(F)C(F)(F)F)cc2)C(C)(C)c2ccccc21,i
O=C(CCc1cccs1)NC1=NCCS1,i
CN=c1scc(-c2ccccc2F)n1/N=C/c1cccc(F)c1,i
C=CCn1c(SCC(N)=O)nc2sc3c(c2c1=O)CCC3,i
CCOC(=O)c1[nH]c(C)c(C(=O)OCC(C)=O)c1C,i
O=c1cc(CN(Cc2ccco2)Cc2ccco2)nc2sccn12,i
Oc1ccc(C2(c3ccc(O)cc3)CCCC2)cc1,i
O=C(OCc1cc(=O)n2cc(Br)ccc2n1)c1csc2c1CCCC2,i
O=C(/C=C/c1cc(Br)cc2c1OCOC2)c1cc(F)ccc1O,i
O=c1c(-c2nc3ccccc3s2)coc2cc(O)ccc12,i
Cc1cc(-n2c(C)cc(C(=O)COC(=O)C34CC5CC(CC(Br)(C5)C3)C4)c2C)no1,i
Cn1c(=O)c2c(ncn2CC(=O)OCc2nc3sc4c(c3c(=O)[nH]2)CCCC4)n(C)c1=O,i
Clc1ccc(-c2noc(CCC3CCCCC3)n2)cc1,i
Cn1nnnc1SCC(=O)N1CCNC1=O,i
O=S(NC1CCS(=O)(=O)C1)c1ccc2ccccc2c1 (stereo not given),i

This is a subset; count on the stated rates, not on these rows.
